JMJD2A Tudor: qHTS Assay for Inhibitors of JMJD2A-Tudor Domain. Lysine-specific demethylase 4A (Homo sapiens), O75164. AlphaScreen JMJD2A-Tudor / H3K4me3 peptide binding. Potency, µM (titrated, usually from 114 µM), for inactives: at the top dose activity change, negative = inhibition, actives largely listed as inhibitors. 390,000 compounds, 4.4% hits. AID 504339, 2011; further: on the % scale 0 is the no-effect control and ±100 the full control effect; nearly all actives have a fitted effect of over 50% in size
Pin1 inhibitor: qHTS Assay to Find Inhibitors of Pin1 | Peptidyl-prolyl cis-trans isomerase NIMA-interacting 1 (Homo sapiens), Q13526 | Pin1 FP peptide displacement, HiFluor488, 10 min | Potency, µM (titrated, usually from 115 µM), for the others: at the top dose activity, negative = inhibition, usual class: inhibitors | 390,000 compounds, 0.009% hits; active means well fitted inhibition curve with a large enough effect in the polarisation, with a control signal flat, not every such curve was filed as active; inconclusive means small, poorly fitted or top-dose-only effect, or effect the other way, or a change in a side signal; inactive means no such curve, though single readings can be large or run the other way; the % refers to the polarisation; further: on the % scale 0 is the no-effect control and ±100 the full control effect
Target sequence (Q13526 whole entry, looked up): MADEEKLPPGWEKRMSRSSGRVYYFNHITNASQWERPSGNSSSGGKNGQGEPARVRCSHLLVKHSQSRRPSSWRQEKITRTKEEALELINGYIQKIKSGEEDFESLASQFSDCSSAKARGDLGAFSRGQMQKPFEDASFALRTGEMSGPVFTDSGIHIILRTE
BLM inh: qHTS Assay for Inhibitors of Bloom's syndrome helicase (BLM); RecQ-like DNA helicase BLM (Homo sapiens), P54132; recombinant BLM DNA unwinding, fluorescence dequenching; Potency, µM (highest dose often 56.1 µM), for inactives: top-dose activity change, negative = inhibition, hits mostly inhibitors; 350,000 compounds, 0.2% hits;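 further: plate controls were vehicle for no effect and no enzyme for full effect; nearly all actives have a fitted effect of over 35% in size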
G9a block: qHTS Assay for Inhibitors of Histone Lysine Methyltransferase G9a | G9a H3K9 monomethylation, AlphaScreen, 2 h | Potency, µM (highest dose often 102 µM), for the others: at the highest dose activity, negative = inhibition, hits mostly inhibitors | 350,000 compounds, 8.8% hits | AID 504332, 2011; further: on the % scale 0 is the no-effect control and ±100 the full control effect; nearly all actives have a fitted effect of over 75% in size
Target sequence (Q96KQ7 913-1193 limits assumed): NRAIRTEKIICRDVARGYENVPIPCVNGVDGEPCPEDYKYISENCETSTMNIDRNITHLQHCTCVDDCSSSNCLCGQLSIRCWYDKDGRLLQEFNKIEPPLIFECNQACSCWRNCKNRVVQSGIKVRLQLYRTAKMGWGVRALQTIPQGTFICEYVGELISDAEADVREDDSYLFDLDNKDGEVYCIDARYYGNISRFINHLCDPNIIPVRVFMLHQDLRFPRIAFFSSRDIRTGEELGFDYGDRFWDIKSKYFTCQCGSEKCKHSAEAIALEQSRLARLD
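Compounds were preincubated with 20 nM G9a for 15 min, after which biotinylated H3K9 peptide (500 nM) and SAM (20 uM) started a 2 h room-temperature reaction. Monomethylated product was quantified by antibody-based AlphaScreen chemiluminescence.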
Pol iota inh: qHTS for Inhibitors of Polymerase Iota | DNA polymerase iota (Homo sapiens), Q9UNA4 | Pol iota fluorescent replication assay, 10 min | Potency, µM (highest dose often 115 µM), inactives show at the top dose activity, negative = inhibition, hits mostly inhibitors | 390,000 compounds, 1% hits
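Fluorescent replication assay read twice, at 0 min and 10 min after adding 50 nM (final) substrate. Enzyme (10 nM) and compounds were first incubated 15 min at room temperature; enzyme-free buffer wells were negative controls.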
BAZ2B block: qHTS Assay for Inhibitors of BAZ2B; 360,000 compounds, 4.4% hits; Potency, µM (titrated, usually from 114 µM), inactives show top-dose activity change, negative = inhibition, actives largely listed as inhibitors; AlphaScreen BAZ2B-H3K14Ac peptide displacement; further: on the % scale 0 is the no-effect control and ±100 the full control effect; nearly all actives have a fitted effect of over 60% in size
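Protein-peptide AlphaScreen: BAZ2B 50 nM, b-H3K14Ac 50 nM, 1x PBS pH 7.4 + 0.01% Tween-20. Preincubation 30 min RT; cpd 30 min RT (top 110 uM); beads 20 min RT, light-protected.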
GLS inhibitor: qHTS for Inhibitors of Glutaminase (GLS) | Glutaminase kidney isoform, mitochondrial (Homo sapiens), O94925 | GLS enzymatic activity, qHTS titration | Potency, µM (doses to about 45.5 µM), for inactives: at the highest dose activity change, negative = inhibition, usual class: inhibitors | 410,000 compounds, 0.21% hits | AID 624170, 2012; further: on the % scale 0 is the no-effect control and ±100 the full control effect
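Coupled fluorescence readout: glutamate oxidase/HRP/Amplex Red detect glutamate formed by hKGA from L-glutamine (1 mM solution added). Buffer 45 mM KH2PO4 pH 8.2, 0.02% Tween-20; reads at t0 and 30 min RT.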
PGK inhibitor: qHTS Assay to Find Inhibitors of Phosphoglycerate Kinase; Phosphoglycerate kinase, glycosomal (Trypanosoma brucei brucei), P07378; Potency, µM (top dose mostly 57.5 µM), for the others: at the highest dose activity change, negative = inhibition, most hits filed as inhibitors; PGK/GAPDH coupled, Kinase-Glo luminescence, 60 min; AID 602233, 2012; 380,000 compounds, 0.043% hits; further: on the % scale 0 is the no-effect control and ±100 the full control effect; nearly all actives have a fitted effect of over 60% in size
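Luminescent ATP detection (Kinase-Glo Plus) follows a 60-minute room-temperature incubation, with wells lacking PGK as controls. Buffer: 100 mM TEA (pH 7.6), 5 mM MgCl2, 0.01% Tween-20. Coupling enzyme GAPDH (100 nM final) supplies unstable 1,3-BPG in-well.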
HP1b binding inh: HTS for Inhibitors of HP1-beta Chromodomain Interactions with Methylated Histone Tails. Chromobox protein homolog 1 (Homo sapiens), P83916. AlphaScreen HP1-beta / biotin-H3K9me3 peptide binding. Potency, µM (titrated, usually from 114 µM), inactives show at the top dose activity change, negative = inhibition, actives largely listed as inhibitors. 390,000 compounds, 0.56% hits; further: nearly all actives have a fitted effect of over 70% in size; inactives centre near 23
Target sequence (P83916 whole entry, looked up): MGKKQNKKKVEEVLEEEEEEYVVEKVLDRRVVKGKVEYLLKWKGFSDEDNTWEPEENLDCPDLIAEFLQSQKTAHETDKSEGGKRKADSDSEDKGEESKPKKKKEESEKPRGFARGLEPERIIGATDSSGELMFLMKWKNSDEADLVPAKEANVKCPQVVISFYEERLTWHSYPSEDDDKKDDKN
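AlphaScreen: HP1-beta (50 nM) preformed 30 min with biotin-H3(1-18)K9me3 peptide (50 nM) in PBS pH 7.4, 0.01% Tween-20. Compound added for 30 min at RT, then streptavidin donor/nickel chelate acceptor beads (10 ug/mL) for 30 min.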
* = called active by the depositor; i = inactive; ? = inconclusive; nt = not tested or not shown; [ ] = dose if it differs, or a comment. Unless noted, the call rests on the fitted dose curve; in most records, active means well fitted curve in the direction sought with a large enough effect; inconclusive means small, poorly fitted or top-dose-only effect, or another doubt; inactive means no such curve, though single readings can be large; an effect the other way counts as inactive or inconclusive. Potency means the concentration at half of the fitted maximal effect.

The first 2 records as a preview:
SMILES	JMJD2A Tudor	Pin1 inhibitor	BLM inh	G9a block	Pol iota inh	BAZ2B block	GLS inhibitor	PGK inhibitor	HP1b binding inh
CC(=O)Nc1ccc(NC(=O)c2c(C)nn(-c3ccccc3)c2Cl)cc1C	-3%	2%	-5%	?	5%	-32%	-2%	-7%	18%
COc1cc([N+](=O)[O-])ccc1NC(=S)NNC(=O)CCC(=O)Nc1ccccc1Cl	?	-5%	-8%	17%	34%[activator]	-21%	29%	i	-18%

The listing, previewed entries included:
SMILES	JMJD2A Tudor	Pin1 inhibitor	BLM inh	G9a block	Pol iota inh	BAZ2B block	GLS inhibitor	PGK inhibitor	HP1b binding inh
CC(=O)Nc1ccc(NC(=O)c2c(C)nn(-c3ccccc3)c2Cl)cc1C	-3%	2%	-5%	?	5%	-32%	-2%	-7%	18%
COc1cc([N+](=O)[O-])ccc1NC(=S)NNC(=O)CCC(=O)Nc1ccccc1Cl	?	-5%	-8%	17%	34%[activator]	-21%	29%	i	-18%
COC(=O)c1ccc(CN2C(=O)NC3(CCC(C)CC3)C2=O)cc1 (stereo unspecified)	-24%	2%	-5%	-2%	163%[activator]	nt	-1%	6%	10%
Cc1onc(-c2ccccc2Cl)c1C(=O)Nc1ccc(-n2nncc2C(C)(C)C)cc1	-14%	-16%	-10%	-50%	14%	-3%	-1%	-7%	11%
O=[N+]([O-])c1nn(-c2ccc3c(c2)OCCO3)n(O)c1=NCc1ccccc1Cl	?	?	0%	nt	?	-1%	15%	nt	?
O=C(Cn1cnc2c(nnn2Cc2ccc(Cl)cc2)c1=O)NC1CCCC1	-13%	8%	-2%	-11%	-7%	2%	-5%	-3%	14%
Cc1ccc(S(=O)(=O)N(CC(O)Cn2c3ccccc3c3ccccc32)c2cccc(C(=O)N(C)C)c2)cc1 (stereo unspecified)	-26%	?	-9%	-30%[59 µM]	89µM*	-12%	-12%	-6%	0%
Cc1nc2c3ccccc3nc(NNC(=O)CCC(=O)O)n2n1	-7%	-7%	-2%	?	-4%	-14%	8%	-8%	23%
O=C(COc1ccc2ccccc2c1)Nc1nnc(-c2ccco2)s1	-24%	16%	-6%	35%[12.7 µM]	-9%	-23%	0%	0%	19%
CN(Cc1c(C(=O)N/N=C/c2ccc(F)cc2)nnn1-c1nonc1N)C1CCCCC1	5%	-2%	-2%	nt	-27%	-2%	-7%	-1%	45%[activator]
CN(c1ccccc1)S(=O)(=O)c1cccc(C(=O)Nc2ncn[nH]2)c1	?	5%	-5%	24%	6%	?	-2%	6%	47%[activator]
CCc1cc2cc(C)cc(C)c2[nH]c1=S	8.9µM*	-7%	-4%	1.4µM*	?	?	-1%	-6%	-25%
CCCOc1cccc(C2/C(=C(/O)c3ccc4c(c3)CC(C)O4)C(=O)C(=O)N2CCN2CCOCC2)c1 (stereo unspecified)	-15%	3%	0%	50µM*	-11%	-21%[57.1 µM]	2%	5%	24%
CCOC(=O)CCNC(=O)CNC(=O)OCc1ccccc1	10%	-2%	1%	?	16%	7%	-9%	-9%	47%[activator]
CC(=O)Nc1ccc(C(=O)Nc2nc(-c3cccnc3)cs2)cc1	-18%	?	-4%	4µM*	79%[activator]	-28%	32%[activator]	-8%	29%
COc1cccc(-c2c(C(=O)N/N=C(\C)c3ccncc3)nnn2-c2nonc2N)c1	1%	2%	2%	-10%	34%[activator]	-14%	2%	i	18%[57 µM]
O=C(NCCS(=O)(=O)c1ccc(Br)cc1)c1ccccc1	-3%	-2%	0%	48%	-4%	6%	5%	-1%	30%
Cc1ccc(S(=O)(=O)CCCS(=O)(=O)c2ccc(C)cc2)cc1	8%	-9%	-1%	12%	41%[activator]	5%	-1%	-2%	21%
COc1cc([N+](=O)[O-])ccc1NC(=O)C[n+]1cccc(C(C)=O)c1	-27%[57.1 µM]	2%	-3%	-39%	59%[activator]	-20%	-10%	i	14%
CN(C)S(=O)(=O)c1cccc(NC(=O)COC(=O)CCC(=O)c2cccs2)c1	-19%	-2%	-2%	10%	109%[activator]	nt	-3%	9%	15%
CCCCNC(=O)CSc1nnc(Cc2ccc(Cl)c(Cl)c2)c(=O)[nH]1	-12%	-12%	-3%	-14%	?	-2%	14%	-2%	28%
O=C(COc1ccc(Cl)cc1Br)N1CCN(c2ncccn2)CC1	-5%	-8%	nt	-18%	10%	7%	0%	-1%	32%
Cc1ccccc1-n1c(SC(C)C(N)=O)nnc1-c1cccnc1 (stereo unspecified)	-10%	4%	0%	-2%[59 µM]	0%	nt	5%	-6%	-3%
COc1ccc(-n2c(SCC(=O)Nc3ccc4c(c3)OCO4)nnc2C(C)N2CCCCC2)cc1 (stereo unspecified)	-25%	-13%	-8%	-30%[59 µM]	6%	-35%	0%	-4%	8%
COc1ccc(-c2cc3nc(C4CCN(C(=O)OC(C)(C)C)CC4)c(C(=O)Nc4cc(Cl)cc(Cl)c4)cn3n2)cc1	-23%	-2%	-5%	-1%[59 µM]	21%	-1%	10%	i	35%
CCCCN(Cc1ccccc1)C(=O)C1CCN(S(=O)(=O)c2c(C)noc2C)CC1	-10%	?	-2%	9%[59 µM]	-8%	-2%	11%	-9%	9%
CC(NC(=O)CSc1nc(=O)cc(N)n1CCc1ccccc1)c1ccccc1 (stereo unspecified)	20%[57.1 µM]	1%	2%	-11%	3%	11%	-8%	0%	19%
Nn1c(SCC(=O)Nc2nc3ccccc3s2)nncc1=O	-26%	53%[activator]	-9%	-2%[59 µM]	?	8%	4%	-8%	-6%
COc1ccc(C(=O)NCCS(=O)(=O)N2CCN(Cc3ccccc3)CC2)cc1	-17%	-2%	nt	?	?	9%	-4%	i	10%
COc1cc(OC)cc(C(=O)NNC(=O)CN2C(=O)NC(C)(c3ccc(C)cc3)C2=O)c1 (stereo unspecified)	-11%	-4%	nt	21%	-2%	1%	6%	4%	26%
CCC(C)NC(=O)c1ccc(Cl)c(S(=O)(=O)Nc2ccccc2N2CCOCC2)c1 (stereo unspecified)	-14%	3%	nt	-3%[0.501 µM]	20%	-18%	19%	-7%	31%
OCCCNc1cc(-c2ccccc2)nc2cc(-c3ccc(F)cc3)nn12	25%	-1%	-18%	-2%	?	3%	-13%	i	81%[activator]
CCOc1ncccc1C(=O)Nc1cc(S(=O)(=O)N2CCCCC2)ccc1OC	-18%	-6%	nt	10µM*	48%[activator]	13%	1%	i	21%[57 µM]
CC1CC(C)CN(CCCNC(=O)CCNC(=O)Cn2ccc3ccccc3c2=O)C1 (stereo unspecified)	-12%	5%	-3%	6%	19%	7%	-6%	-6%	23%
CC(C)CC(=NNC(=O)c1ccncc1)c1cc(Cl)ccc1O	-2%	?	nt	nt	86%[activator]	nt	6%	9%	34%
C=C(C)c1cccc(C(C)(C)NC(=O)N2CCN(C)CC2)c1	5%	-13%	1%	3%[59 µM]	20%	2%	-5%	1%	47%[activator]
CCOC(=O)c1c(NC(=O)c2cc3ccccc3c(=O)o2)sc2c1CCC(C(C)(C)C)C2 (stereo unspecified)	-5%	0%	-6%	14%[59 µM]	10%	9%[57.1 µM]	-2%	7%	23%
O=C(Cn1cnc2c(cnn2-c2ccc(F)cc2)c1=O)N1CCN(c2ccccc2F)CC1	-6%	0%	-1%	14%	18%	-6%	4%	7%	6%
CCC(C)(C)N(C(=O)CCC(=O)Nc1cc(C)on1)C(C(=O)NC(C)(C)C)c1ccc(OC)cc1 (stereo unspecified)	-6%	1%	0%	17%	18%	2%	-7%	0%	21%
CC(CC(=O)NC1CCCC1)c1ccccc1 (stereo unspecified)	1%	0%	-1%	32%	8%	-27%	1%	-5%	39%[activator]
O=C(c1ccc(=O)[nH]n1)N1CCN(S(=O)(=O)c2ccccc2F)CC1	-22%	2%	nt	nt	0%	nt	-2%	-13%	16%
Cc1cccc(C)c1NC1=C(Cl)C(=O)OC1OC(C)C (stereo unspecified)	6%	-2%	-15%	1%[59 µM]	67%[activator]	10%	5%	0%	13%
O=C(CC(=O)Nc1ccc(Cl)cc1Cl)Nc1ccc(Cl)cc1Cl	-18%	-6%	-2%	12%	3%	3%	1%	-7%	10%
Cc1sc(-n2cccc2)c(C(C)NC(=O)Nc2ccccc2Cl)c1C (stereo unspecified)	?	3%	0%	3%[59 µM]	3%	-18%	3%	nt	33%
Cc1ccc(OCCCNCCO)c(Br)c1	-7%	0%	2%	-33%[59 µM]	25%	0%	2%	2%	36%

Copied from the list.
Result for `O=C(Cn1cnc2c(cnn2-c2ccc(F)cc2)c1=O)N1CCN(c2ccccc2F)CC1` in HP1b binding inh: 6%
Result for `CC(=O)Nc1ccc(NC(=O)c2c(C)nn(-c3ccccc3)c2Cl)cc1C` in BAZ2B block: -32%

Other compounds follow:
SMILES	JMJD2A Tudor	Pin1 inhibitor	BLM inh	G9a block	Pol iota inh	BAZ2B block	GLS inhibitor	PGK inhibitor	HP1b binding inh
COc1nnc(-c2ccc(N3CCCCC3)c(NC(C)=O)c2)c2ccccc12	-11%	4%	-3%	0%[59 µM]	19%	-19%	20%	2%	29%
Oc1ccc2ccccc2c1C=Nc1ccc(N2CCOCC2)cc1	50µM*	?	-10%	?	9%	40µM*	28%	3%	?
O=C(CN1CCN(CC(=O)c2ccc(Cl)cc2)CC1)c1ccc(Cl)cc1	?	-7%	nt	nt	77%[activator]	nt	2%	-8%	3%
Cc1cc(NC(=O)COc2ccc(N(C)S(=O)(=O)c3ccccc3)cc2)no1	-3%	-9%	-2%	-44%[59 µM]	2%	-4%	1%	-5%	10%

Compound activity from PubChem BioAssay.

The list is partial; count on the stated rates, not on these rows.
